PTHR1 ag – qHTS for PTHR1 Agonists: Primary Screen | actives 0.075% (n = 410,000) | Potency, µM (titrated, usually from 115 µM), for the others: at the highest dose activation, usual class: activators | Parathyroid hormone/parathyroid hormone-related peptide receptor (Homo sapiens), Q03431 | HEK293 GP2 PTHR1 cells, GloSensor cAMP luminescence, 1 h; also: potency is read from the fitted curve at half-maximal effect; nearly all actives have a fitted effect of over 55% in size; some results filed as inactive show a strong effect at the top dose; inactives centre near -15; many of its hits are not listed in these tables
Target sequence (Q03431 whole entry, looked up): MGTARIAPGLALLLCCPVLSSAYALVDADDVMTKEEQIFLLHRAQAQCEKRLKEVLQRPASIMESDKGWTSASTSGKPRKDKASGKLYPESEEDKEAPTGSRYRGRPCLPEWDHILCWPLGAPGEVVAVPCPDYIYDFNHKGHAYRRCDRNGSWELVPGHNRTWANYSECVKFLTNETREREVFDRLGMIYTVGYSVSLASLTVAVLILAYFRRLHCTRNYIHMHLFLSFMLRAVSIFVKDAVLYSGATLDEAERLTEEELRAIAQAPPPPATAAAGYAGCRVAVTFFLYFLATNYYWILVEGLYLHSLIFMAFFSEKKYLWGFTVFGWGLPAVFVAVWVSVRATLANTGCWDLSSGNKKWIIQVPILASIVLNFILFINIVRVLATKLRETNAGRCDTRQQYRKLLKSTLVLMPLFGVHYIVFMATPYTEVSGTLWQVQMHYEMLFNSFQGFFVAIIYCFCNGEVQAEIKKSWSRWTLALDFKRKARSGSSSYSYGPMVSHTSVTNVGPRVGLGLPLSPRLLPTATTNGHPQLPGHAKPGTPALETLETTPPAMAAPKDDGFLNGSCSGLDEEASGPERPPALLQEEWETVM
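HEK-293-derived GP2 cells expressing PTHR1 and a GloSensor cAMP reporter, 3,000/well, plated overnight, given luciferin plus IBMX (each 0.5 mM as added) for 1 h at 37 °C, then compound for 1 h at 37 °C. Luminescence was read after 15 min at room temperature.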
TDP43 rescue – qHTS of TDP-43 Inhibitors | TDP-43 expressing yeast growth rescue, BacTiter-Glo, 24 h | Potency, µM (top dose mostly 46.1 µM), inactives show at the top dose growth rescue (activation), actives largely listed as activators | actives 1.8% (n = 410,000) | AID 652104, 2013; also: potency is read from the fitted curve at half-maximal effect; % of control where 0% means no effect; nearly all actives have a fitted effect of over 50% in size
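Luminescence from BacTiter-Glo reports growth of TDP-43-expressing yeast after 24 hr at 30 deg C with compound. Cells were raffinose-pregrown to mid-log, then seeded in galactose medium at OD600=0.02.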
DRD3 agonist – qHTS of D3 Dopamine Receptor Agonist: qHTS; D(3) dopamine receptor (Homo sapiens), P35462; D3R DiscoveRx beta-arrestin cells, luminescence, 90 min; max activation, %; actives 0.58% (n = 410,000); AID 652048, 2013; in the data active = max activation above about 30%; also: 0% is about no effect; mostly tested at two doses, the higher about 12 µM
Target sequence (P35462 whole entry, looked up): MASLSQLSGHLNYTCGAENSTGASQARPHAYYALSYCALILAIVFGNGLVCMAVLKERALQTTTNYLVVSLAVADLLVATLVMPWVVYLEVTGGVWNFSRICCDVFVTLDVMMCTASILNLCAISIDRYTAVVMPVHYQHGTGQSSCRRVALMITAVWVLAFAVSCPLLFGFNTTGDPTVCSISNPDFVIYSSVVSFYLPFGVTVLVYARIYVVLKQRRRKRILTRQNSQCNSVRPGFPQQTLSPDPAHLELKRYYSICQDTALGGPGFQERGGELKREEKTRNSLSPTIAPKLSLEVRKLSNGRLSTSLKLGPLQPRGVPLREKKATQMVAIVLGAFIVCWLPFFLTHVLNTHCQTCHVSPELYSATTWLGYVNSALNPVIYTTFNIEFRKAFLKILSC
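Agonist-mode cell screen: cells plated at 1500/well and incubated overnight at 37 °C, then exposed to library compounds for 90 min at 37 °C. Detection reagent was added for 30–60 min at room temperature, and luminescence was read.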
aSyn yeast inh – qHTS of alpha-syn Inhibitors; actives 0.14% (n = 370,000); AID 652106, 2013; Yeast expressing alpha-synuclein, growth rescue, BacTiter-Glo, 24 h; Potency, µM (top dose mostly 46.1 µM), without a hit: at the highest dose growth rescue (activation), actives largely listed as activators; also: potency is read from the fitted curve at half-maximal effect; % of control where 0% means no effect; nearly all actives have a fitted effect of over 65% in size
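Readout is rescue of growth in alpha-synuclein-expressing yeast, so inhibitors of toxicity appear as activators. Growth after 24 hr at 30 deg C in galactose medium is quantified by luminescence.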
KB-V1 MDR tox – qHTS assay for MDR1-selective chemotherapeutics: Primary screen using the drug-selected MDR subline cells KB-V1; Potency, µM (doses to about 46.1 µM), for inactives: at the top dose activity change, negative = cytotoxicity, most hits filed as cytotoxic; actives 3.4% (n = 400,000); AID 1347076, 2019; KB-V1 MDR cells viability, CellTiter-Glo, 72 h; also: potency is read from the fitted curve at half-maximal effect; % is scaled to controls: 0 for no effect and ±100 for the full control effect; nearly all actives have a fitted effect of over 60% in size
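KB-V1 cells (P-gp-expressing MDR subline of KB-3-1) in phenol-red-free DMEM with 10% FBS were exposed to library compounds over a concentration series for 72 h at 37 degrees C. Viability read by CellTiter-Glo luminescence; concentration-effect curves fitted after normalization.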
GLP1R cytotox – qHTS of GLP-1 Receptor Inverse Agonists: Cytotox Screen; AID 624418, 2012; Potency, µM (series often up to 38.3 µM), inactives show at the top dose activity change, negative = inhibition, hits mostly inhibitors; actives 0.13% (n = 410,000); HEK293 cAMP-luciferase reporter cells, luminescence, 24 h;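 also: loss of luciferase light is scored as toxicity; potency is read from the fitted curve at half-maximal effect; % is scaled to controls: 0 for no effect and ±100 for the full control effect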
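MLSMR compounds, 24 hr on cells at 37 deg C/5% CO2; luminescence after luciferase reagent (12 min RT). Inhibition counted as the undesired cytotoxic outcome.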
GLP-1R inv ag – qHTS of GLP-1 Receptor Inverse Agonists (Inhibition Mode); Glucagon-like peptide 1 receptor (Homo sapiens), P43220; HEK293 GLP-1R CRE-luciferase, luminescence, 24 h; GLP-1R form is constitutively active; Potency, µM (doses to about 38.3 µM), for the others: at the highest dose activity change, negative = inhibition, usual class: inhibitors; actives 1.6% (n = 410,000); also: potency is read from the fitted curve at half-maximal effect; % is scaled to controls: 0 for no effect and ±100 for the full control effect; nearly all actives have a fitted effect of over 55% in size
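Inverse agonists were sought by their lowering of basal cAMP reporter luciferase output in HEK293 cells stably carrying constitutively active human GLP-1R, after 24 h compound treatment.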
DRD3 antagonist – qHTS of D3 Dopamine Receptor Antagonist: qHTS; D3R cells, DiscoveRx beta-arrestin luminescence, antagonist mode; stronger effect = lower value; max response, negative = inhibition, %; actives 2.5% (n = 360,000); D(3) dopamine receptor (Homo sapiens), P35462; in the data active = max response below about -50%; inconclusive = no clear call, values can overlap the other calls; also: % is scaled to controls: 0 for no effect and ±100 for the full control effect; mostly tested at two doses, the higher about 12 µM
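Cells plated overnight at 1500 cells/well, then exposed to library compounds with dopamine controls for 90 minutes at 37 degrees C. DiscoveRx reagent added for 30–60 minutes at room temperature; luminescence read, quantitative HTS format.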
GLP1R ag – qHTS of GLP-1 Receptor Agonists. Potency, µM (series often up to 45.6 µM), without a hit: at the top dose activation, usual class: activators. HEK293 GLP-1R CRE-luciferase, luminescence, 4-6 h; cells express a hypersensitive GLP-1R form. actives 0.007% (n = 380,000). Glucagon-like peptide 1 receptor (Homo sapiens), P43220; also: potency is read from the fitted curve at half-maximal effect; % of control where 0% means no effect
Active calls of the source: *; i = inactive; ? = inconclusive; . = no result given; [ ] = another dose, or the depositor's remark. Unless noted, calls follow the shape of the dose curve; as a rule, active = well fitted curve in the direction sought with a large enough effect; inconclusive = small, poorly fitted or top-dose-only effect, or another doubt; inactive = no such curve, though single readings can be large; an effect the other way counts as inactive or inconclusive. This is a subset, so the mix of outcomes need not match the whole.

Values in the order: PTHR1 ag	TDP43 rescue	DRD3 agonist	aSyn yeast inh	KB-V1 MDR tox	GLP1R cytotox	GLP-1R inv ag	DRD3 antagonist	GLP1R ag
1	CSc1ccc(/C=C/C(=O)c2ccc(NC(=O)Cc3ccccc3)cc2)cc1
    -11%[57.5 µM]	-21%	-14	-2%	?	51%[activator]	-13%	?	-1%
2	COc1ccc(OCC(=O)Nc2sc3c(c2C(=O)NCC2CCCO2)CCC3)cc1 (stereo not given)
    i	-15%	7	-1%	-5%	0%	0%	29	0%
3	Cc1cc(C)cc(OCC(=O)NNC(=O)c2cc3ccccc3oc2=O)c1
    i	16%	1	-5%	?	-3%	-20%	-15	0%
4	CCn1c(SCC(=O)Nc2cccc(C(C)=O)c2)nnc1C(C)C
    -10%[57.5 µM]	-17%	-7	-2%	-12%	-13%	1%	11	-4%
5	Cc1ccc(OCCSc2ncccn2)c(C)c1
    -87%[inhibitor]	19%	1	7%	?	-11%	?	-10	-2%
6	CC1CCCC(NC(=O)COC(=O)c2ccc([N+](=O)[O-])o2)C1C (stereo not given)
    i	24%	-4	-3%	1%	-2%	2%	-14	8%
7	COc1ccc(C(=O)N/C(=C\c2cc(OC)c(OC)cc2[N+](=O)[O-])C(=O)NCC(=O)O)cc1
    i	-11%	-12	-2%	-10%	7%	-17%	-10	-3%
8	COC(=O)c1ccccc1NS(=O)(=O)c1cc2c3c(c1)CC(=O)N3CCC2
    -1%	4%	-11	.	2%	2%	10%	.	.
9	O=C(Nc1ccccc1C(F)(F)F)C1CC(=O)N(c2ccccc2F)C1 (stereo not given)
    i	-21%	-10	1%	-16%	-5%	0%	?	-16%
10	CCCCn1c(N)c(N(CC(C)C)C(=O)CN2C(=O)NC3(CCC(C(C)(C)CC)CC3)C2=O)c(=O)[nH]c1=O (stereo not given)
    -23%	-3%	5	6%	0%	4%	-2%	15	2%

Full records, quoted from the list.
Record of COc1ccc(C(=O)N/C(=C\c2cc(OC)c(OC)cc2[N+](=O)[O-])C(=O)NCC(=O)O)cc1 : PTHR1 ag: i; TDP43 rescue: -11%; DRD3 agonist: -12; aSyn yeast inh: -2%; KB-V1 MDR tox: -10%; GLP1R cytotox: 7%; GLP-1R inv ag: -17%; DRD3 antagonist: -10; GLP1R ag: -3%
Record of Cc1cc(C)cc(OCC(=O)NNC(=O)c2cc3ccccc3oc2=O)c1 : PTHR1 ag: i; TDP43 rescue: 16%; DRD3 agonist: 1; aSyn yeast inh: -5%; KB-V1 MDR tox: ?; GLP1R cytotox: -3%; GLP-1R inv ag: -20%; DRD3 antagonist: -15; GLP1R ag: 0%

The list goes on.
Values in the order: PTHR1 ag	TDP43 rescue	DRD3 agonist	aSyn yeast inh	KB-V1 MDR tox	GLP1R cytotox	GLP-1R inv ag	DRD3 antagonist	GLP1R ag
11	CC(C)CN1C(=S)SC(C)(C)C1n1oc(=O)n(-c2ccccc2)c1=O (stereo not given)
    -32%[inhibitor]	0%	0	-10%	3%	-9%	?	13	0%
12	COC(=O)c1c(C)oc(C)c1S(=O)(=O)NC(c1ccccc1)c1ccccc1
    -6%	-13%	-8	14%	8%	-2%	?	-26	3%
13	CCOC(=O)c1cc(OC(=O)Cc2ccc(OC)c(S(=O)(=O)N3CCOCC3)c2)cc(C(=O)OCC)c1
    i	20%	4	0%	27%	6%	7%	92	8%
14	O=C1NC(=Nc2ccccc2)SC1Cc1ccccc1 (stereo not given)
    -22%	-19%	-8	3%	-1%	-1%	5%	9	13%
15	COC(=O)Cn1cc(C(=O)OC)c2ccccc21
    -3%	1%	-4	-4%	25%	-2%	12%	-13	-7%
16	Cc1c([N+](=O)[O-])cc(C(=O)Nc2ccc(NC(=O)c3ccco3)cc2)cc1[N+](=O)[O-]
    -12%	-8%	2	2%	0%	-10%	5%	2	8%
17	O=C(Nc1c(Cl)cccc1Cl)c1cccc2c1C(=O)N(C1CCCCC1)C2
    -19%	8%	3	.	2%	0%	-7%	.	0%
18	Cc1ccc(OCCNC(=O)CNC(=O)c2ccc(C)cc2)cc1
    i	-10%	-3	1%	0%	-7%	?	10	-2%
19	CSc1nncn1/N=C/c1ccc([N+](=O)[O-])cc1
    -6%	?	2	3%	-3%	0%	3%	5	5%
20	Cc1noc(NS(=O)(=O)c2ccc(NC(=O)CS(=O)(=O)c3ccccc3)cc2)c1C
    i	1%	-8	-4%	12%	0%	6%	-9	0%

Next section.
Values in the order: PTHR1 ag	TDP43 rescue	DRD3 agonist	aSyn yeast inh	KB-V1 MDR tox	GLP1R cytotox	GLP-1R inv ag	DRD3 antagonist	GLP1R ag
21	C#CCNC(=O)C1=C[C@@H](c2cn(C(C)=O)c3ccccc23)C[C@@H](OCc2ccc(CO)cc2)O1
    i	1%	8	2%	?	9%	10%	11	4%
22	Cc1cccc(-c2noc(Cc3ccc(Cl)cc3)n2)c1
    i	-12%	-15	-10%	-4%	-14%	?	?	-1%
23	COCCCNCCOc1ccccc1-c1ccccc1
    i	3%	-36	2%	-2%	-5%	?	-81*	0%
24	C[C@H](CO)N1C[C@H](C)[C@H](CN(C)C(=O)OCc2ccccc2)OCc2cnnn2CCCC1=O
    -15%	22%	3	-1%	?	-3%	7%	25	-2%
25	O=c1c(=O)n(Cc2ccc(Cl)cc2)ccn1Cc1ccc(F)cc1
    12%	1%	-6	.	.	4%	10%	.	.
26	CCCCC(=O)NC(c1cccc([N+](=O)[O-])c1)c1c(OC(C)=O)ccc2ccccc12 (stereo not given)
    -9%[57.5 µM]	20%	2	1%	?	-22%	?	-9	-9%
27	CCOC(=O)[C@]12CCC=C1N(Cc1ccco1)C(=O)[C@H](CC(=O)NCC1CCCCC1)C2
    -2%	25%	-7	2%	13%	-1%	8%	-10	-3%
28	COCNc1nc(OCC#N)nc(N(C)C)n1
    i	7%	-6	-1%	-7%	4%	-2%	0	17%
29	COCCNC(=S)N/N=C(\C)c1cccc(C(F)(F)F)c1
    i	-18%	-3	-12%	-20%	?	?	5	26%
30	O=C(Nc1ccc(N2CCOCC2)cc1N1CCOCC1)c1cccc([N+](=O)[O-])c1
    i	29%	4	7%	.	-7%	21%	-3	-2%

(more compounds)
Values in the order: PTHR1 ag	TDP43 rescue	DRD3 agonist	aSyn yeast inh	KB-V1 MDR tox	GLP1R cytotox	GLP-1R inv ag	DRD3 antagonist	GLP1R ag
31	CSc1cccc(-n2cc(-c3ccc4c(c3)OCO4)[nH]c2=O)c1
    -13%	?	-3	-4%	7.3µM*	-26%	-11%	-8	-2%
32	COc1ccccc1N1CCN(CC(=O)c2c(C)n(C)c3ccccc23)CC1
    -8%[57.5 µM]	1%	-5	1%	-9%	-13%	-28%	?	1%
33	COC(=O)c1ccccc1NC(=O)C1CCCN(S(=O)(=O)c2ccccc2)C1 (stereo not given)
    -47%[inhibitor]	-6%	0	1%	-14%	5%	-2%	22	25%
34	CCCN(Cc1cc2ccc(C)cc2[nH]c1=O)S(=O)(=O)c1ccccc1
    -7%[57.5 µM]	-9%	6	1%	?	-29%	?	17	5%
35	CCCc1nnc(SCC(=O)N2C(C)CCCC2C)n1CC (stereo not given)
    i	-8%	-2	0%	14%	-3%	16%	-11	3%
36	Cc1cc(C)nc(SCCC(=O)Nc2ccccc2C)n1
    i	9%	-3	3%	26%	6%	13%	-5	0%
37	Cn1c(SCC(=O)N2CCN(c3ccccc3)CC2)nnc1-c1ccccc1
    -80%[inhibitor][57.5 µM]	-11%	-2	-3%	?	-19%	-20%	-8	-7%
38	Cc1cc(C)cc(Nc2ccc(C(=O)O)cc2N)c1
    -18%[57.5 µM]	?	-4	24%	4%	-1%	-7%	-11	-11%
39	CC(=O)Nc1cc(-c2ccc(N3CCN(C)CC3)cc2)cn2c(-c3ccc(S(C)(=O)=O)cc3)cnc12
    i	10%	5	1%	5%	0%	0%	3	18%
40	CC(C)c1ccc(/C=N/n2cnnc2)cc1
    i	14%	2	-2%	-29%	-16%	19%	6	6%

The list continues:
Values in the order: PTHR1 ag	TDP43 rescue	DRD3 agonist	aSyn yeast inh	KB-V1 MDR tox	GLP1R cytotox	GLP-1R inv ag	DRD3 antagonist	GLP1R ag
41	COc1ccc2c(c1OC)C(=O)OC2C/C(=N\NC(N)=O)c1ccccc1 (stereo not given)
    i	-10%[0.397 µM]	-3	0%	67%	-5%	2%	16	6%
42	COc1cc2c(cc1OC)C(C)N(C(=O)c1nccnc1C(=O)O)CC2 (stereo not given)
    i	-6%[1.82 µM]	3	0%	-1%	1%	14%	5	10%
43	Cc1nnc(SCc2nnc(-c3cccs3)o2)n1Cc1ccccc1
    -22%	15%	2	12%	?	-6%[7.66 µM]	-6%[7.66 µM]	17	0%
44	O=C(COc1ccc(Br)cc1CO)Nc1ccc(F)cc1
    i	4%	-5	-1%	0%	-2%	?	13	-1%
45	CCO/C(C)=C1\C(=O)Nc2ccccc21
    i	-3%	-5	2%	-3%	16%	-9%	-22	0%
46	COc1ccc(-c2nc(-c3ccccc3)c(-c3cccs3)[nH]2)cc1OC
    -6%[57.5 µM]	1%	-2	19%	-4%	-16%	-118%	-8	2%
47	CCOC(=O)CCNC(=O)c1ccccc1Br
    -5%[57.5 µM]	1%	0	-10%	17%	-14%	8%	-16	-14%
48	O=C(CSc1nnnn1-c1ccc(O)cc1)c1cc2ccccc2o1
    -18%	7%	0	-3%	1%	-10%	?	0	-6%
49	CCn1cc(CNCc2cn[nH]c2-c2cc3ccccc3o2)cn1
    -17%	-6%	12	-2%	-21%	29%	-34%	1	10%
50	COc1ccc(Oc2ccccc2C#N)cc1
    -6%	24%	4	6%	0%	-9%	-28%	-8	-4%
